High-throughput results as filed in PubChem BioAssay.
HCV NS3 hel inh: HCV NS3 helicase inhibition; NS3 helicase DNA unwinding, Cy5 molecular beacon fluorescence; inhibition, % at 10.9 µM; actives 0.56% (n = 290,000);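 active means inhibition above the mean of all tested compounds plus 3 SD, set per campaign, cut at about 35% in these data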;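 further: 0% = DMSO wells and 100% = thioflavine S control wells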
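Assay system: hepatitis C virus NS3 helicase domain fragment enzyme. Also added: annealed dual-labelled DNA beacon duplex, ATP-started. Timing: 1 h reaction at 25 °C, ATP-initiated. Technique: Cy5 fluorescence at 0 and 60 min, beacon hairpin quenching. Evaluation: % inhibition of unwinding. Replication: one well per compound.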
DNA FID counter: displaces DNA intercalator in HCV helicase counter-screen | DNA fluorescent intercalator displacement, fluorescence | actives 0.17% (n = 290,000) | inhibition, % at 7.9 µM; in the data active means inhibition above about 37%;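 further: 0% = vehicle and 100% = reference compound; higher means more ethidium bromide displaced from hairpin DNA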
SUMO HTRF inh: inhibitors of human SUMOylation (UBC9); P63279; HTRF SUMOylation assay, SAE1/SAE2 + UBC9, in vitro; inhibition, % at 35 µM; actives 0.36% (n = 290,000); in the data active means inhibition above about 50%, passing the limit was not always enough; further: strong numbers were not always called active
Target sequence (P63279 whole entry, looked up): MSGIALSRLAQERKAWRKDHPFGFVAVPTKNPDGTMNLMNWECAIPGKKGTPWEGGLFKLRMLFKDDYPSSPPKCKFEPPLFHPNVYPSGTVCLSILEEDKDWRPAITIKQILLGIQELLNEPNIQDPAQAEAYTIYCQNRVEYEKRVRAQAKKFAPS
NALP1 inh: inhibitors of NALP1 inflammasome in yeast | S. cerevisiae NALP1/ASC/caspase-1 growth, X-gal OD620, 72 h | inhibition, % at 10 µM | actives 0.61% (n = 280,000) | AID 2071; in the data active means inhibition mostly above about 24%, no sharp cut-off; inactive means mostly below about 32%; further: some compounds called inactive have numbers as strong as hits
MEKK2mut PB1 HTS: signal of MEK5 binding to mutant human MEKK2 PB1 domain; bead flow cytometry, Alexa488-MEK5 binding to MEKK2 mutant; percent response, % at 10 µM; actives 0.35% (n = 290,000); in the data active means percent response above about 24%, passing the limit was not always enough; further: inactives centre near 1; some results filed as inactive read as strong as hits; reference of the scale not given here
VIM-2 inhibitor: inhibitors of Pseudomonas aeruginosa VIM-2 metallo-beta-lactamase | purified VIM-2, nitrocefin hydrolysis, epi-absorbance fluorescence | inhibition, % at 5.6 µM | actives 0.89% (n = 290,000);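 active means inhibition above the mean of all tested compounds plus 3 SD, cutoff set per screening run, cut at about 7.5% in these data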;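 further: red hydrolysis product quenches plate fluorescence so inhibitors raise well fluorescence; 0% = enzyme with DMSO and 100% = DMSO without enzyme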
PfM18AAP inh: PfM18AAP enzyme inhibition. actives 1.2% (n = 290,000). inhibition, % at 7.35 µM. AID 1822. recombinant PfM18AAP, H-Glu-NHMec fluorogenic cleavage;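 active means inhibition above the campaign mean inhibition over all tested compounds plus 3 SD, cut at about 28% in these data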;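 further: 0% = plate median of test compound wells and 100% = 2 mM ZnCl2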
IMP-1 inhibitor: inhibitors of Pseudomonas aeruginosa IMP-1 metallo-beta-lactamase; inhibition, % at 5.6 µM; actives 0.45% (n = 290,000); AID 1556; purified IMP-1, nitrocefin hydrolysis, epi-absorbance fluorescence;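 active means inhibition above the mean plus 3 SD of all compounds in the same screening run, cut at about 4.5% in these data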;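 further: 0% = IMP-1 with DMSO and 100% = DMSO wells lacking enzyme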
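System: purified recombinant IMP-1 beta-lactamase. Medium: Zinc- and detergent-supplemented HEPES buffer, pH 7.1. Compound: one 5.6 µM dose […]. Schedule: 15 min preincubation plus 25 min reaction at 25 °C. Technique: Epi-absorbance fluorescence, 480 nm excitation, 530 nm emission.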
MEKK2wt PB1 HTS: raises or lowers MEK5 binding to wildtype human MEKK2 PB1 domain; Q9Y2U5; bead flow cytometry, Alexa488-MEK5 binding to MEKK2 WT; actives lie on both sides; binding response (% of control), % at 10 µM; actives 1.1% (n = 290,000); in the data active means binding response below about 67% or above about 130%
* = called active by the depositor; · = not tested or not shown.

entry	Molecule	HCV NS3 hel inh	DNA FID counter	SUMO HTRF inh	NALP1 inh	MEKK2mut PB1 HTS	VIM-2 inhibitor	PfM18AAP inh	IMP-1 inhibitor	MEKK2wt PB1 HTS
1	O=C(Cc1ccc([N+](=O)[O-])cc1)NC1CCCCCC1	6	1	-11	19	-3	-0.9	0	-3.0	94
2	CCOC(=O)CC1C(=O)NCCN1S(=O)(=O)c1ccc(Br)cc1 (stereo not drawn)	13	-8	0	-12	0	-2.3	4	-2.1	103
3	O=P(C1=C(N2CCOCC2)/C(=C\c2ccccc2)CC1)(N1CCOCC1)N1CCOCC1	4	-19	30	-1	7	-2.1	-2	-2.4	103
4	Cc1[nH]nc(-c2ccc(O)cc2O)c1Oc1ccccc1	-18	-2	-4	11	2	-1.7	-5	-3.1	104
5	Brc1ccc(OCc2nc(-c3ccccn3)n[nH]2)cc1	3	-7	-43	-4	7	-4.9	25	-0.3	106
6	Cc1cccc(NC(=O)Cn2cnc3c(oc4ccccc43)c2=O)c1C	6	-4	26	-15	-2	-1.4	0	-1.1	97
7	CSc1ncccc1C(=O)OCc1ccccc1F	6	-2	0	-7	1	-0.8	-2	-7.3	101
8	COc1ccc(-c2cc(=O)oc3cc(OCC(=O)Nc4ccc(CCO)cc4)ccc23)cc1	10	-39	12	10	9	-3.8	1	-3.4	103
9	COc1ccc(-n2nc(C(=O)Nc3nc4ccc(OC)cc4s3)c3ccccc3c2=O)cc1	-1	3	2	-7	15	-1.3	-2	-3.5	109
10	O=C(Cn1nc(Cc2cccnc2)c2ccccc2c1=O)Nc1ccccc1F	14	-23	-16	·	8	-1.2	1	-3.0	104
11	CCc1nccn1S(=O)(=O)c1cc(Br)ccc1OC	0	-4	20	10	-1	-2.0	-1	1.9	98
12	NC(=O)C1CCN(Cc2ccc(OCc3ccccc3)cc2)CC1	-13	6	7	21	5	-4.4	1	-2.5	112

Values in list order from the list.
IMP-1 inhibitor, compounds 1–5, in order: -3.0, -2.1, -2.4, -3.1, -0.3
NALP1 inh, compounds 1–5, in order: 19, -12, -1, 11, -4

Following part:
entry	Molecule	HCV NS3 hel inh	DNA FID counter	SUMO HTRF inh	NALP1 inh	MEKK2mut PB1 HTS	VIM-2 inhibitor	PfM18AAP inh	IMP-1 inhibitor	MEKK2wt PB1 HTS
13	c1ccc(COc2ccc(OCCCNC3CCCC3)cc2)cc1	-23	25	8	-14	10	-4.2	-2	-3.6	140*
14	CCOC(=O)c1sc(/N=C/N(C)C)nc1C	-7	-1	6	8	0	0.1	-3	-1.4	101
15	N#CC1=C(N)C(C#N)(C#N)C2(C(=O)Nc3ccccc32)C2CCCC=C12 (stereo not drawn)	2	-5	-6	12	1	-2.1	6	-3.6	97
16	O=C(NC1(C(F)(F)F)C(=O)Nc2c1c(=O)[nH]c(=O)n2Cc1ccccc1)c1ccc(Cl)cc1Cl (stereo not drawn)	-14	1	-2	4	7	-4.5	-6	1.5	101
17	Cc1nn(Cc2ccc(Cl)cc2)c(C)c1NC(=O)C1CC=CCC1C(=O)O (stereo not drawn)	-1	-7	8	28	7	-3.1	-5	-3.3	102
18	Cc1ccc2[nH]c(C)c(CCNC(=O)NC3CCCCC3)c2c1	-2	-14	2	-6	0	-1.3	6	-3.4	108
19	O=C(c1cc(-c2ccc(Br)cc2)on1)N1CCOCC1	8	-15	11	10	3	-2.4	3	-1.6	102
20	N#CCCCSc1nnc(Cc2ccc3c(c2)OCO3)o1	-7	-6	14	-97	3	-1.5	-2	-1.5	97
21	N#Cc1cccc(C#N)c1Oc1ccc(S(=O)(=O)Nc2ccccc2)cc1	-14	-4	-2	·	-13	0.0	-1	-0.9	74
22	Cc1cc(C)n(CCCNC(=O)CCNS(=O)(=O)c2ccccc2C(F)(F)F)n1	-3	-22	3	2	5	1.3	18	-2.0	106
23	COc1ccc(NC(=S)Nc2cnc3ccccc3c2)c(OC)c1	-4	-7	16	-10	-9	-1.8	8	-1.0	96
24	O=C(NC(=S)N1CCN(c2ccc(F)cc2)CC1)c1cccs1	7	4	28	-26	1	-4.2	5	-1.4	107

Record cards (already shown). Values in the order: HCV NS3 hel inh | DNA FID counter | SUMO HTRF inh | NALP1 inh | MEKK2mut PB1 HTS | VIM-2 inhibitor | PfM18AAP inh | IMP-1 inhibitor | MEKK2wt PB1 HTS
Results for Cc1cc(C)n(CCCNC(=O)CCNS(=O)(=O)c2ccccc2C(F)(F)F)n1 = -3 | -22 | 3 | 2 | 5 | 1.3 | 18 | -2.0 | 106
Results for O=C(NC1(C(F)(F)F)C(=O)Nc2c1c(=O)[nH]c(=O)n2Cc1ccccc1)c1ccc(Cl)cc1Cl (stereo not drawn) = -14 | 1 | -2 | 4 | 7 | -4.5 | -6 | 1.5 | 101
Results for CCOC(=O)c1sc(/N=C/N(C)C)nc1C = -7 | -1 | 6 | 8 | 0 | 0.1 | -3 | -1.4 | 101
Results for N#Cc1cccc(C#N)c1Oc1ccc(S(=O)(=O)Nc2ccccc2)cc1 = -14 | -4 | -2 | · | -13 | 0.0 | -1 | -0.9 | 74
Results for N#CCCCSc1nnc(Cc2ccc3c(c2)OCO3)o1 = -7 | -6 | 14 | -97 | 3 | -1.5 | -2 | -1.5 | 97

(listing goes on)
entry	Molecule	HCV NS3 hel inh	DNA FID counter	SUMO HTRF inh	NALP1 inh	MEKK2mut PB1 HTS	VIM-2 inhibitor	PfM18AAP inh	IMP-1 inhibitor	MEKK2wt PB1 HTS
25	Cc1cc(NC(=O)CSc2nnc3c4c(C)c(C)sc4ncn23)no1	11	-3	2	19	1	1.3	5	-0.5	106
26	O=C(Nc1ccc(NC(=O)C23CC4CC(CC(C4)C2)C3)cn1)c1ccco1	-3	-4	14	6	4	-2.7	-4	0.2	112
27	COc1ccc(CN(CCCN2CCOCC2)C(=O)Nc2cccc(Cl)c2)cc1OC	-10	6	26	14	7	-3.6	8	-3.3	106
28	COc1ccc(C(=O)N(Cc2ccco2)C(C(=O)NC2CCCC2)c2ccc(O)cc2)cc1OC (stereo not drawn)	-3	-39	20	20	-14	-1.9	-1	-2.8	66
29	O=CN1Cc2[nH]c3ccccc3c2N(c2ccc(Cl)cc2)C1=O	17	-4	18	2	-4	-4.7	21	-3.6	94
30	O=C(NCc1cccnc1)C1c2ccccc2C(=O)N1C1CCCCCCC1 (stereo not drawn)	-6	-8	-3	18	1	-1.9	5	-1.9	97
31	Cc1cc(C)nc(SCNC(=O)c2ccccc2)n1	3	-7	-28	9	1	-4.4	45*	-3.6	98
32	Cc1cc(C(=O)O)c(CSc2ncn[nH]2)o1	1	-1	-7	17	19	-3.4	7	-2.5	110
33	COc1cccc(C(=O)OCCCN(C)C)c1	-1	-1	0	38	0	0.1	4	-3.8	102
34	CCS(=O)(=O)N1N=C(c2cccc(NS(C)(=O)=O)c2)CC1c1ccc(C)cc1 (stereo not drawn)	-9	-23	7	11	·	-1.8	-3	-4.0	105
35	Cc1cc(=O)n2ncnc2n1COCCO	1	1	14	-21	1	-4.1	-9	-4.9	101
36	CCN1C(=O)c2ccc(C(=O)Nc3cccc(C(=O)O)c3)cc2C1=O	11	-7	13	-7	7	-1.4	-6	-1.9	107

Records listed above printed as active in PfM18AAP inh.
#	structure	HCV NS3 hel inh	SUMO HTRF inh	NALP1 inh	MEKK2mut PB1 HTS	VIM-2 inhibitor	PfM18AAP inh	IMP-1 inhibitor	MEKK2wt PB1 HTS
31	Cc1cc(C)nc(SCNC(=O)c2ccccc2)n1	3	-28	9	1	-4.4	45*	-3.6	98

Next section:
entry	Molecule	HCV NS3 hel inh	DNA FID counter	SUMO HTRF inh	NALP1 inh	MEKK2mut PB1 HTS	VIM-2 inhibitor	PfM18AAP inh	IMP-1 inhibitor	MEKK2wt PB1 HTS
37	CC(=O)Nc1ccc(S(=O)(=O)N2CCCC2C(=O)O)cc1 (stereo not drawn)	-1	2	6	-8	-16	-3.9	-10	-2.6	79
38	CCOC(=O)Cc1cc(=O)n2[nH]c(C)c(-c3ccccc3)c2n1	20	-8	-29	2	5	-3.0	-1	-3.6	101
39	O=c1sc2ccccc2n1CCOc1ccccc1	-3	-11	-2	0	0	-1.5	-1	-0.3	93
40	CC(NCc1ccc([N+](=O)[O-])cc1)C1COc2ccccc2O1 (stereo not drawn)	-12	8	-7	15	7	0.0	-5	-1.0	105
41	O=C(c1cc(Cl)ccc1Cl)N1CCc2ccccc21	3	-7	3	1	1	0.9	-3	-0.4	106
42	CC(C)(C)NC(=O)C(OC(=O)Cn1nnc(-c2ccc(F)cc2)n1)c1ccncc1 (stereo not drawn)	1	1	15	8	4	-2.4	4	-3.0	100
43	CN(C)CCCNC(=O)C1(O)c2cc(Br)ccc2NC(=O)N1c1ccc(Cl)cc1 (stereo not drawn)	8	-5	2	-15	2	2.5	-9	-0.8	101
44	CCOC(=O)C(CCCOc1ccc(C)cc1)C(=O)OCC	-1	-12	-2	1	4	-2.5	0	-4.0	103
45	COCCN(C(=O)Cc1cccs1)C(C(=O)NCc1ccc(OC)cc1)c1ccccc1 (stereo not drawn)	-1	-35	0	24	2	-3.3	-2	-3.2	96
46	CCC(C)Sc1nc2ccccc2n1CC(=O)O (stereo not drawn)	1	1	-5	4	7	-0.3	2	-2.6	106
47	O=C(Cn1cnc2ccccc2c1=O)Nc1ccc2c(c1)OCCO2	12	0	11	10	1	-0.9	-1	-3.7	98
48	CC1CCCC(NC(=O)COC(=O)c2ccc3ccccc3n2)C1C (stereo not drawn)	3	-15	3	-8	-4	0.3	2	-3.0	100

Some of these compounds in order of the MEKK2wt PB1 HTS value, ascending:
No. | mol | MEKK2wt PB1 HTS
39 | O=c1sc2ccccc2n1CCOc1ccccc1 | 93
44 | CCOC(=O)C(CCCOc1ccc(C)cc1)C(=O)OCC | 103
46 | CCC(C)Sc1nc2ccccc2n1CC(=O)O (stereo not drawn) | 106

(next part)
entry	Molecule	HCV NS3 hel inh	DNA FID counter	SUMO HTRF inh	NALP1 inh	MEKK2mut PB1 HTS	VIM-2 inhibitor	PfM18AAP inh	IMP-1 inhibitor	MEKK2wt PB1 HTS
49	COC(=O)C(F)(F)Sc1c(C)[nH]c2ccccc12	-1	1	20	12	-8	1.8	3	-5.6	86
50	Cc1cccc(/C=N/NC(=O)Cn2nc(C)cc2C)n1	1	-4	8	15	0	-3.5	3	-3.8	97
51	CC(=O)c1ccc(C(=O)N2CCC(CO)(Cc3cccc(C(F)(F)F)c3)CC2)cc1	4	-30	10	-12	1	-0.6	-3	-1.5	103
52	CC1CCCCC1NC(=O)c1cc2c(s1)CS(=O)(=O)C2 (stereo not drawn)	4	0	9	-16	4	-1.3	-4	-1.1	101
53	CC(=O)c1ccc(OCCCC(=O)NC(C)c2ccc(S(N)(=O)=O)cc2)cc1 (stereo not drawn)	-1	-4	-13	7	-1	-2.8	2	-3.0	99
54	O=C(NN=C1c2ccccc2-c2ccccc21)c1ccccn1	1	-7	10	15	8	-1.7	-4	-9.4	106
55	Cc1cccc(NC(=O)CSc2nnc(CCCCCNC(=O)OC(C)(C)C)o2)c1C	-1	-32	-10	20	-6	-1.9	2	-2.6	93
56	CC(CN(C)Cc1ccccc1)OC(=O)c1ccccc1F (stereo not drawn)	1	-1	1	28	0	-3.5	-6	-3.9	104
57	Cc1ccc(C)c(NC(=O)C2(C)CC3c4ccccc4C2c2ccccc23)c1 (stereo not drawn)	-8	0	6	3	3	1.2	-7	-0.2	99
58	Cc1ccoc1C(=O)Nc1ccc(CC(=O)O)cc1	3	3	6	13	5	0.7	1	2.0	98
